Screens (PubChem)
POLH inh: qHTS for Inhibitors of Polymerase Eta. DNA polymerase eta (Homo sapiens), Q9Y253. recombinant Pol eta, fluorescent DNA replication assay. Potency, µM (titrated, usually from 114 µM), for inactives: at the top dose activity change, negative = inhibition, usual class: inhibitors. 1.2% of 390,000 active; note: % is set by controls: 0 for no effect and ±100 for the full control effect
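Pol eta (10 nM) was preincubated with compounds for 15 min at room temperature, after which fluorescent replication substrate (50 nM final) was added to start the reaction. Fluorescence was read kinetically at 0 and 10 min.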
BLM helicase inh: qHTS Assay for Inhibitors of Bloom's syndrome helicase (BLM); RecQ-like DNA helicase BLM (Homo sapiens), P54132; recombinant BLM DNA unwinding, fluorescence dequenching; Potency, µM (titrated, usually from 56.1 µM), without a hit: at the highest dose activity change, negative = inhibition, usual class: inhibitors; 0.2% of 350,000 active;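 note: plate controls were vehicle for no effect and no enzyme for full effect; nearly all actives have a fitted effect of over 35% in size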
POLK inh: qHTS for Inhibitors of Polymerase Kappa. purified Pol kappa, fluorescent DNA synthesis assay, 10 min. Potency, µM (top dose mostly 107 µM), inactives show at the top dose activity, negative = inhibition, most hits filed as inhibitors. 0.53% of 400,000 active. DNA polymerase kappa (Homo sapiens), Q9UBT6; note: % is set by controls: 0 for no effect and ±100 for the full control effect
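Fluorescent qHTS in 1536-well format: enzyme (10 nM) and compound sat 15 min at room temperature before 50 nM substrate (final) was added. Signal taken at 0 and 10 min; no-enzyme buffer wells were negative controls.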
G9a inh: qHTS Assay for Inhibitors of Histone Lysine Methyltransferase G9a | G9a H3K9 monomethylation, AlphaScreen, 2 h | 8.8% of 350,000 active | Histone-lysine N-methyltransferase EHMT2 (Homo sapiens), Q96KQ7 | Potency, µM (series often up to 102 µM), for the others: at the highest dose activity, negative = inhibition, hits mostly inhibitors; note: % is set by controls: 0 for no effect and ±100 for the full control effect; nearly all actives have a fitted effect of over 75% in size
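G9a (20 nM) was preincubated 15 min with compound, then reacted 2 h at room temperature with 500 nM biotin-H3K9 peptide and 20 µM SAM. Monomethyl-H3K9 detected by AlphaScreen using anti-H3K9me1 antibody.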
APE1 inh: qHTS Assay for Inhibitors of the Human Apurinic/apyrimidinic Endonuclease 1 (APE1) | DNA repair nuclease/redox regulator APEX1 (Homo sapiens), P27695 | recombinant APE1, TAMRA/BHQ-2 abasic DNA cleavage fluorescence | Potency, µM (doses to about 65.8 µM), for inactives: at the top dose activity change, negative = inhibition, most hits filed as inhibitors | 0.35% of 350,000 active;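 note: plate controls were vehicle for no effect and reference inhibitor for full effect; nearly all actives have a fitted effect of over 55% in size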
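Quantitative HTS: incision of a TAMRA/BHQ-2 double-stranded substrate bearing a tetrahydrofuran abasic site by 0.75 nM APE1 raises fluorescence. Substrate 50 nM final, added after 15 min compound preincubation at room temperature; progress as third-minus-first kinetic read difference.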
JMJD2A Tudor inh: qHTS Assay for Inhibitors of JMJD2A-Tudor Domain; AlphaScreen JMJD2A-Tudor / H3K4me3 peptide binding; Potency, µM (titrated, usually from 114 µM), for the others: at the highest dose activity change, negative = inhibition, usual class: inhibitors; 4.4% of 390,000 active; AID 504339, 2011; note: % is set by controls: 0 for no effect and ±100 for the full control effect; nearly all actives have a fitted effect of over 50% in size
Target sequence (O75164 whole entry, looked up, the tested form may be a part): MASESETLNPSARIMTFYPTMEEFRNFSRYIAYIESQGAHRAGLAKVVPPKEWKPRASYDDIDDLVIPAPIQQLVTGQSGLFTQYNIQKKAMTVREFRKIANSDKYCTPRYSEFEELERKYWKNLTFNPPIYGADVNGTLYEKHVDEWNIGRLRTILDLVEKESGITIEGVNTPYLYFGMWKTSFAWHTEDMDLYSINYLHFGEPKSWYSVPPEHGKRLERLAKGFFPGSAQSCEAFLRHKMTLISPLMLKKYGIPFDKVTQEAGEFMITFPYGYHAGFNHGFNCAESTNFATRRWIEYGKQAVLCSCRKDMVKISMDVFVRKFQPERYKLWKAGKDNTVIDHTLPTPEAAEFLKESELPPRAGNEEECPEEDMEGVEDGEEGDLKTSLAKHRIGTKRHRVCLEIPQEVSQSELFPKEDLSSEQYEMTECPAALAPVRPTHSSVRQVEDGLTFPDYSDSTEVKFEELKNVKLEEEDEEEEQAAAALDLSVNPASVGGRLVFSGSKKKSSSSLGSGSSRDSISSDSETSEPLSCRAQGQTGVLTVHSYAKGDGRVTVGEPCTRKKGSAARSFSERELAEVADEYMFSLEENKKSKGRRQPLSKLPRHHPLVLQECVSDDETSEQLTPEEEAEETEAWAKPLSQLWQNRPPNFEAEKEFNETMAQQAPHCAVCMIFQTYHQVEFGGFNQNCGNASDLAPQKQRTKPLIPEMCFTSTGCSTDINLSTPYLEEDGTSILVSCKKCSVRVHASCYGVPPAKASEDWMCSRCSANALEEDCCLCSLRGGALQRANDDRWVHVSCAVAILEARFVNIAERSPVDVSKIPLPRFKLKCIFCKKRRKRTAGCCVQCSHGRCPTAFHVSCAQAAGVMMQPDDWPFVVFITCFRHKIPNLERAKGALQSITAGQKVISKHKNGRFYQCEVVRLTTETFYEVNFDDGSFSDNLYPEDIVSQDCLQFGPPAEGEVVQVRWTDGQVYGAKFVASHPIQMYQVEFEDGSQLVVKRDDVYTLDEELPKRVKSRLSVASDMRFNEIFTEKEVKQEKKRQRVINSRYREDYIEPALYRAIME
POLI inh: qHTS for Inhibitors of Polymerase Iota; DNA polymerase iota (Homo sapiens), Q9UNA4; Pol iota fluorescent replication assay, 10 min; Potency, µM (top dose mostly 115 µM), for the others: top-dose activity, negative = inhibition, most hits filed as inhibitors; 1% of 390,000 active
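Fluorescent replication assay read twice, at 0 min and 10 min after adding 50 nM (final) substrate. Enzyme (10 nM) and compounds were first incubated 15 min at room temperature; enzyme-free buffer wells were negative controls.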
BAZ2B inh: qHTS Assay for Inhibitors of BAZ2B | Bromodomain adjacent to zinc finger domain protein 2B (Homo sapiens), Q9UIF8 | AlphaScreen BAZ2B-H3K14Ac peptide displacement | Potency, µM (titrated, usually from 114 µM), inactives show at the top dose activity change, negative = inhibition, actives largely listed as inhibitors | 4.4% of 360,000 active; note: % is set by controls: 0 for no effect and ±100 for the full control effect; nearly all actives have a fitted effect of over 60% in size
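AlphaScreen displacement: compounds (up to 110uM) incubated 30 min at room temperature with a preformed 50 nM BAZ2B/50 nM biotinylated H3K14Ac peptide complex in PBS pH 7.4 with Tween-20. Donor and acceptor beads at 10 ug/mL final added, 20 min light-protected before reading.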
Pol beta inh: qHTS Assay for Inhibitors of DNA Polymerase Beta | P06746 | Pol beta primer extension/strand displacement, fluorescence kinetic | Potency, µM (doses to about 114 µM), for the others: at the top dose activity change, negative = inhibition, most hits filed as inhibitors | 1.3% of 340,000 active | AID 485314, 2010; note: % is set by controls: 0 for no effect and ±100 for the full control effect
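Curves were derived by four-parameter Hill fits of normalized qHTS data. The kinetic fluorescent primer-extension read was taken at 0 and 10 min after 50 nM substrate, following a 15 min room-temperature preincubation of 10 nM enzyme with compounds.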
* marks the source's active call; other numbers are inactive results; ? = inconclusive; / = not tested or not shown; [ ] = another dose, or the depositor's remark. Calls come from the whole dose curve; as a rule, active = well fitted curve in the direction sought with a large enough effect; inconclusive = small, poorly fitted or top-dose-only effect, or another doubt; inactive = no such curve, though single readings can be large; an effect the other way counts as inactive or inconclusive. Potency is the fitted concentration of half-maximal effect. The list is partial; count on the stated rates, not on these rows.

SMILES	POLH inh	BLM helicase inh	POLK inh	G9a inh	APE1 inh	JMJD2A Tudor inh	POLI inh	BAZ2B inh	Pol beta inh
CC(CC(=O)N(C)CC(=O)Nc1ccc(N2CCOCC2)cc1)c1ccccc1 (stereo unspecified)	-3%	/	-15%	20%[2.33 µM]	-2%	-18%	12%	4%	/
OCCSc1nncn1/N=C/c1c[nH]c2ccccc12	-21%	-2%	-9%	-3%[59 µM]	-3%	-13%	4%	12%	?
CCC1=NNC(=O)C(CC(=O)Nc2ccccc2)c2cc(OC)c(OC)cc21 (stereo unspecified)	-15%	-1%	2%	10%	-1%	-11%	4%	9%	46%
CNc1nc(Oc2ccc(C(=O)OC)cc2)nc(SC)n1	-11%	3%	-5%[60.1 µM]	-5%[59 µM]	3%	-12%	?	2%	-30%
O=C(Nc1ccc(S(=O)(=O)Nc2ncccn2)cc1)c1cnc(Cl)c(Cl)c1	?	0%	-28%	-8%	-2%	-10%	125%[activator]	-13%	-1%
COc1ccccc1C(=O)COC(=O)CCCN=C1NS(=O)(=O)c2ccccc21	1%	/	-14%	-24%	8%	-16%	19%	9%	/
CC1=NN(c2ccccc2)C(=O)/C1=C\c1c(C)[nH]n(-c2ccccc2)c1=O	-11%	-2%	-7%	?	-3%	?	6%	-35%	4%
COc1ccc(N2CCN(c3nc4ccccn4c(=O)c3/C=C(\C#N)S(=O)(=O)c3ccccc3)CC2)cc1	-4%	-3%	1%	-21%	2%	?	44%[activator]	-27%	36%
COCCN(C(=O)COC(=O)CCC(=O)c1ccc(C)cc1)c1c(N)n(Cc2ccccc2)c(=O)[nH]c1=O	-2%	0%	-3%	/	-9%	-13%	9%	-15%	7%
O=C1CC(C(=O)Nc2ccccc2)N=C(N2CCCCC2)N1 (stereo unspecified)	-9%	-2%	-3%	-30%[59 µM]	6%	4%	7%[58.9 µM]	-15%	-13%
C(=N\n1cnnc1)/c1ccc(N2CCOCC2)cc1	-6%	3%	-6%	17%[59 µM]	-2%	-10%	-5%	/	1%
COc1cccc(CNC(=O)c2ccc3c(c2)N(Cc2ccc(F)cc2Cl)C(=O)c2ccccc2S3)c1	-14%	-4%	-9%[60.1 µM]	-4%[59 µM]	/	-19%	15%	-2%	2%
Cc1ccc2c(CC(=O)OCC(=O)N(CC(C)C)c3c(N)n(Cc4ccccc4)c(=O)[nH]c3=O)coc2c1	20µM*	/	?	?	-28%	?	25µM*	?	/
COCC(=O)Nc1ccccc1NC(C)=O	-13%	0%	-7%	2%[12.7 µM]	4%	-8%	-14%	1%	3%
N/C(=N\OC(=O)c1cccnc1)c1ccc(Cl)cc1Cl	5%	-2%	-9%	11%	10%	-1%	27%	7%	18%
COc1ccc(CN2CCSCC2)cc1C	1%	2%	-8%	10µM*	-2%	8.9µM*	-14%	79µM*	11%
COc1ccc(C2=C(C)C(=O)N(Cc3ccc(C(=O)Nc4cccc(F)c4)cc3)S2(=O)=O)cc1	/	-4%	-7%	1%[59 µM]	/	-22%	13%	-16%	0%
Cn1c(CSCc2ccccc2)nnc1SCC(=O)Nc1nccs1	-2%	0%	-11%	15%[59 µM]	1%	21%	14%	5%	-10%
c1ccc(CSc2snnc2-c2ccccc2)cc1	0%	-9%	5%	100%[activator][59 µM]	-4%	245%[activator]	10%	310%[activator]	4%
Cc1csc2c(=O)sc(NC(=O)c3ccc(F)cc3Cl)nc12	-2%	-7%	-33%	?	?	-14%	-3%	-24%	?
O=C(C1CC2CCC1C2)N1CCN(Cc2ccc3c(c2)OCO3)CC1 (stereo unspecified)	1%	-2%	-5%	11%[59 µM]	-1%	-17%	0%	4%	5%
Cn1cc(S(=O)(=O)N2CCCCCC2)cc1C(=O)N1CCN(c2ccc(F)cc2)CC1	-18%	0%	-14%[60.1 µM]	9%[59 µM]	/	-33%	14%	?	3%
CCC(=NOCc1ccccc1)C(=O)NNS(=O)(=O)c1ccc(C)cc1	-15%	/	-17%	/	/	?	61%[activator]	/	/
COc1ccc(OC)c(NC(=O)c2cnc(N3CCCCC3)c3ccccc23)c1	-25%	-7%	-8%[60.1 µM]	-4%[59 µM]	/	-15%	39%[activator]	-19%	?
COc1ccc(-c2nc3ncccc3o2)cc1NC(=O)c1cccs1	7%	2%	-3%	20%	68%	-9%	19%	1%	15%
Cc1sc2nc(CSC(C)C(=O)Nc3ccc(C(N)=O)cc3)[nH]c(=O)c2c1C (stereo unspecified)	?	/	-8%	9%[2.33 µM]	44%[activator]	-14%	?	-6%	/
CN(Cc1ccccc1)C(=O)c1cccc(NC(=O)Cc2cccc(NC(=O)C3CCN(C(=O)c4ccccc4)CC3)c2)c1	-13%	/	-3%	/	/	-28%	21%	/	/
CC1CCCCC12NC(=O)N(CC(=O)Nc1ccc(OC(F)F)cc1)C2=O (stereo unspecified)	-13%	/	-12%	/	2%	-8%	0%	/	/
CN(C(=O)c1cccc(NC(=O)Cc2ccc(NC(=O)C3CCN(C(=O)CCc4ccccc4)CC3)cc2)c1)C1CCC1	-16%	/	11%	/	/	-14%	25%	/	/
Cc1ccc(C)c(NC(=S)N2CCC(NC(=O)c3ccco3)CC2)c1	1%	-4%	-5%	10%	10%	-5%	11%	6%	23%

In the list so far, these contain an aryl thioether with sulfur outside any ring.
SMILES	POLH inh	BLM helicase inh	POLK inh	G9a inh	APE1 inh	JMJD2A Tudor inh	POLI inh	BAZ2B inh	Pol beta inh
OCCSc1nncn1/N=C/c1c[nH]c2ccccc12	-21%	-2%	-9%	-3%[59 µM]	-3%	-13%	4%	12%	?
CNc1nc(Oc2ccc(C(=O)OC)cc2)nc(SC)n1	-11%	3%	-5%[60.1 µM]	-5%[59 µM]	3%	-12%	?	2%	-30%
Cn1c(CSCc2ccccc2)nnc1SCC(=O)Nc1nccs1	-2%	0%	-11%	15%[59 µM]	1%	21%	14%	5%	-10%
c1ccc(CSc2snnc2-c2ccccc2)cc1	0%	-9%	5%	100%[activator][59 µM]	-4%	245%[activator]	10%	310%[activator]	4%

Following part
SMILES	POLH inh	BLM helicase inh	POLK inh	G9a inh	APE1 inh	JMJD2A Tudor inh	POLI inh	BAZ2B inh	Pol beta inh
Cc1ccccc1C(=O)N1CCC(c2nc3ccccc3s2)CC1	-18%	-2%	6%	-4%[59 µM]	/	-1%	33%[activator]	-18%	0%
Cc1nn(C(=O)C(C)N2C(=O)c3ccccc3C2=O)c(C)c1Br (stereo unspecified)	-17%	-3%	-9%	1%[59 µM]	-5%	-4%	14%	29%	1%
NC(=O)c1cc(S(=O)(=O)NCc2cccs2)cs1	-12%	-1%	19%	22%[59 µM]	-6%	4%	1%	1%	51%[activator]
Cc1ccc(CSCCNC(=O)C2CCN(S(=O)(=O)Cc3ccccc3)CC2)cc1	-13%	-3%	-18%	-1%[59 µM]	/	-3%	42%[activator]	-12%	9%
CC1CCN(C(=O)c2cccc(S(=O)(=O)N3CCCc4ccccc43)c2)CC1	-20%	/	-5%	10%[2.33 µM]	10%	-7%	4%	-1%	/
Cc1nn2c(=O)cc(CSCC(=O)Nc3ccccc3F)nc2s1	1%	-1%	1%	/	-9%	-12%	11%	-1%	31%
COc1cccc(Oc2ccc(N)cc2)c1	-15%	-2%	-4%	?	1%	?	10%	?	-3%
CCOc1ncccc1C(=O)OC(C)C(=O)Nc1ccc(CC)cc1 (stereo unspecified)	-19%	-3%	0%	35%	?	14%	50%[activator]	-15%	?
COc1ccccc1-c1cccc([C@@H]2C[C@H]3[C@H](CON3C)CN2S(=O)(=O)c2ccccc2C)c1	-25%	/	-2%	/	/	?	24%	/	/
O=C(CCCN1C(=O)CCC1=O)Nc1ccc(Br)cc1F	6%	3%	2%	17%	4%	-19%	?	5%	4%
CCC(CC)C(=O)Nc1cccc(C(=O)Nc2ccc3c(c2)OCO3)c1	-10%	-6%	1%	-36%[59 µM]	-2%	-13%	-20%	-22%	-17%
CC(C)(C)C1CCC(OC(=O)C[N+]2(C)CCCC2)CC1 (stereo unspecified)	-24%	-1%	-2%	?	9%	2%	119%[activator]	-2%	14%
O=C(NCc1cccnc1)C1CCC(CNS(=O)(=O)c2cccc3nsnc23)CC1 (stereo unspecified)	-16%	-1%	6%	/	11%	1%	0%	4%	6%
Cc1ccc(CNC(=O)C2CCCN(S(=O)(=O)c3c(C)[nH]c(=O)[nH]c3=O)C2)cc1 (stereo unspecified)	-11%	-12%	-11%	-48%	16%	-4%	-12%	-10%	9%
CCOC(=O)C1=C(c2ccccc2)NC(=O)NC1c1ccc(OC)cc1 (stereo unspecified)	-17%	-2%	-11%	1%	-4%	8%	53%[activator]	/	-12%
CCOc1nc2c(c(-c3cccs3)c1C#N)Cc1ccccc1-2	5%	-2%	-10%	-37%	0%	-2%	31%[activator]	4%	-1%
Cc1ccc2nc(-c3cccnc3)c(NC3CCCCC3)n2c1	-11%	0%	-11%	-13%[59 µM]	4%	-9%	9%	-6%	-11%
Cc1ccc(NC(=O)c2cc(-c3ccccc3)n[nH]2)cc1	-11%	-6%	-23%	33%	2%	-21%	5%	-6%	16%
Cc1ccc(CNC(=O)CC2Oc3ccc(Cl)cc3NC2=O)cc1 (stereo unspecified)	5%	2%	0%	-28%[59 µM]	/	-20%	?	-5%	?
CC(=O)C1=C(O)C(=O)N(c2ccc(Br)cn2)C1c1cccc([N+](=O)[O-])c1 (stereo unspecified)	-2%	-1%	-8%	17%[2.33 µM]	23%	-20%	7%	-19%	-2%
CSCCC(NC(=O)COc1ccccc1)C(=O)OCC(=O)c1cc2ccccc2o1 (stereo unspecified)	10%	-4%	-24%	-46%[59 µM]	-5%	?	4%	-3%	1%
